Bim-Bcl-W: human Bim-Bcl-W interaction inhibition | 190,000 compounds, 0.02% hits | AID 952 | bead-based flow cytometry, Bim peptide-Bcl-W binding | Q92843 | inhibition, % at 10 µM;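 note: 0% = bound tracer without compound and 100% = peptide blocker; higher means less fluorescent Bim peptide bound to Bcl-W beads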
Target sequence (Q92843 whole entry, looked up): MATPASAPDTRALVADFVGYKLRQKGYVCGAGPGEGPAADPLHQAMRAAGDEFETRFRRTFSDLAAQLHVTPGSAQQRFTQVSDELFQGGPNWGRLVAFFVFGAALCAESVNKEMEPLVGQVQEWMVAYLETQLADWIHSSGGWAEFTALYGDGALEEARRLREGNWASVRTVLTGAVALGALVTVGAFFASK
Mcl1-Noxa inh: Mcl-1/Noxa interaction inhibition | TR-FRET Mcl-1/Noxa peptide binding, 2 h | inhibition, % at 21.7 µM | 220,000 compounds, 1.5% hits | AID 1022;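 active = compounds that cut the protein-peptide binding signal by more than 50% relative to plate controls in a single-dose test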;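 note: His-tagged Mcl-1 with rhodamine Noxa BH3 peptide and terbium anti-His antibody; 0% = Mcl-1 plus Noxa peptide wells and 100% = peptide-only wells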
Target sequence (Q07820 whole entry, looked up): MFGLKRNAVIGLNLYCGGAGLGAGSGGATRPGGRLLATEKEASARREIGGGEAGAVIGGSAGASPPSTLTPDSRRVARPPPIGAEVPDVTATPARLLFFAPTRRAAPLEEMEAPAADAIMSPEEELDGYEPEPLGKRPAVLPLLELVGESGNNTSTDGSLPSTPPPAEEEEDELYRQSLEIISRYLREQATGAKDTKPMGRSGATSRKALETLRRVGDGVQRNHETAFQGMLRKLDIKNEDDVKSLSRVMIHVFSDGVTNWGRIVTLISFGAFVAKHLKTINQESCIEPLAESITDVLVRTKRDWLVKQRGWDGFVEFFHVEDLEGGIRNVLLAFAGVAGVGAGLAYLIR
Bim-Bfl-1: disrupts Bim binding to human Bfl-1. Q16548. Bead-based flow cytometry, Bim-Bfl-1 binding inhibition. inhibition, % at 10 µM. 190,000 compounds, 0.12% hits;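 note: 0% = wells without compound plus tracer and 100% = blocker peptide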
RGS4-Gao reg: human RGS4-Galphao interaction regulation. AID 1415. binding response (% of control), % at 10 µM. 220,000 compounds, 0.33% hits. Multiplexed bead flow cytometry, RGS4-Galphao binding; actives lie on both sides. P09471; in the data active = binding response below about 49% or above about 150%; inactive = in between;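 note: fluorescent Galphao activated with aluminum fluoride binding bead-coupled RGS4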
Bim-Bcl-2: disrupts Bim peptide binding to human Bcl-2; Bead-based flow cytometry, Bim peptide-Bcl-2 binding; inhibition, % at 10 µM; 190,000 compounds, 0.06% hits; AID 950; in the data active = inhibition above about 40%; inconclusive = no clear call, values can overlap the other calls;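 note: 0% = no compound wells with probe peptide and 100% = reference peptide inhibitor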
Target sequence (P10415 whole entry, looked up): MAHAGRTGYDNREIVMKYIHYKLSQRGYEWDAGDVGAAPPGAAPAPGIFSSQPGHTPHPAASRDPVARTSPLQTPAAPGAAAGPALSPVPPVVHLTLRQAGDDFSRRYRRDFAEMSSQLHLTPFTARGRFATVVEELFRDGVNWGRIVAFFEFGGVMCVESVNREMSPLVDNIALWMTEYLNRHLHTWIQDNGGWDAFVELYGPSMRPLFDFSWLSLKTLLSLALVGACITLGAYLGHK
Mcl-1 Bim block: human Bim-Mcl-1 interaction inhibition; Q07820; Bead-based flow cytometry, Bim peptide-Mcl-1 binding; inhibition, % at 10 µM; 190,000 compounds, 0.1% hits; AID 1009;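 note: 0% = no compound tracer wells and 100% = peptide blocker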
RGS7-Gao reg: modulates binding of RGS7 to human Galphao; Multiplexed bead flow cytometry; actives lie on both sides; binding response (% of control), % at 10 µM; 220,000 compounds, 0.35% hits; AID 1439; in the data active = binding response below about 49% or above about 150%; inconclusive = no clear call, values can overlap the other calls; inactive = in between;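 note: fluorescent Galphao held in activated GDP-AlF4 state binding bead-coupled RGS7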
Mcl1-Bid inh: Mcl-1/Bid interaction inhibition; Q07820; TR-FRET Mcl-1/Bid-Dy647 peptide binding, 1536-well; inhibition, % at 21.7 µM; 220,000 compounds, 0.97% hits;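 active = compounds that cut the binding signal by more than half at the single screening dose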;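 note: His-tagged Mcl-1 with europium anti-His antibody binding Bid BH3 peptide; 0% = Mcl-1 plus peptide wells and 100% = peptide-only wells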
Bcl-XL Bim block: human Bim-Bcl-XL interaction inhibition | Q07817 | AID 1007 | 190,000 compounds, 0.04% hits | inhibition, % at 10 µM | Bim peptide-Bcl-XL binding, bead flow cytometry, fluorescence
Bcl-B Bim block: inhibitors of Bim-Bcl-B interaction, human; Q9HD36; bead-based flow cytometry, Bim peptide-Bcl-B binding; 190,000 compounds, 0.073% hits; inhibition, % at 10 µM; AID 951;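 note: 0% = tracer peptide without compound and 100% = reference inhibitor peptide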
Target sequence (Q9HD36 whole entry, looked up): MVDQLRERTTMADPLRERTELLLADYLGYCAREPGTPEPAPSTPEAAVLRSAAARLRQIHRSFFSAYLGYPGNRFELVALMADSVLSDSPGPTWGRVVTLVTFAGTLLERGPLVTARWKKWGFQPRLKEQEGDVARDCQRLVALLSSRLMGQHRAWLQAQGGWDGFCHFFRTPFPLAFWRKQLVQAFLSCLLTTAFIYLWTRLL
RGS8-Gao: modulates binding of RGS8 to human Galphao | multiplexed bead flow cytometry; actives lie on both sides | response (percent of control binding), % at 10 µM | 220,000 compounds, 0.34% hits; in the data active = response below about 60% or above about 140%; inactive = in between;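 note: Galphao activated as the GDP aluminium fluoride complex binding bead-coupled RGS8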
* hit, by the source's call; ? = inconclusive; . = not tested or not shown. Cut-off read from the data, not from the text of the source, unless noted: active = inhibition above about 40%. Not a hit list (roughly 2.7% active in at least one column).

SMILES | Bim-Bcl-W | Mcl1-Noxa inh | Bim-Bfl-1 | RGS4-Gao reg | Bim-Bcl-2 | Mcl-1 Bim block | RGS7-Gao reg | Mcl1-Bid inh | Bcl-XL Bim block | Bcl-B Bim block | RGS8-Gao
CCOC(=O)C1CCCN(C(=O)C2CC(=O)N(c3ccc(C)cc3)C2)C1 (centres undefined) | 2 | -3 | -11 | 100 | -6 | 0 | 99 | -32 | -5 | -5 | 99
CC(C)c1ccc(/C=C/C(=O)Nc2nn[nH]n2)cc1 | -2 | 0 | -5 | 97 | -5 | -3 | 95 | -18 | -5 | -2 | 96
COc1ccc(N)c2c1OCCC2=O | 4 | 57* | 8 | 97 | 3 | -2 | 90 | -64 | -2 | -5 | 97
Cc1ccc(C(NC(=O)N2CCN(C)CC2)C(Cl)Cl)cc1F (centres undefined) | -5 | 5 | -6 | 104 | -2 | -1 | ? | -32 | -2 | -3 | 102
COc1ccc(N2CCN(C(=O)CN(c3ccccc3)S(=O)(=O)c3ccc(OC)cc3)CC2)cc1 | 5 | -1 | -11 | 98 | -6 | -4 | 101 | -29 | -5 | -9 | 100
O=C1NC(=O)C2(COC3(CCCC3)OC2)S1 | 9 | 22 | -5 | 99 | -1 | 8 | 98 | 3 | 4 | -1 | 98
CCOC(=O)c1ccc(NC(=O)NCc2ccccc2)cc1 | -1 | -7 | -4 | 99 | -2 | 0 | ? | -29 | -3 | -2 | 100
O=C(O)CSC1c2ccccc2C(=O)N1c1ccccc1 (centres undefined) | -2 | 28 | 0 | 125 | 0 | -8 | 112 | -2 | -1 | -3 | 101
COc1ccc(Nc2nnc(-c3ccc(N4CCOCC4)c([N+](=O)[O-])c3)c3ccccc23)cc1 | 0 | 21 | -10 | 101 | -9 | -1 | 102 | -5 | -2 | -11 | 102
COc1nc(C#N)nc(N(C)C)n1 | 0 | -11 | -11 | 101 | -11 | -2 | 99 | -23 | -6 | -10 | 96
C/C(=N\NC(=O)C1CC1)c1ccc(N2CCOCC2)cc1 | 0 | 0 | -9 | 96 | -4 | -1 | 92 | -10 | 0 | -7 | 99
COc1ccc(Cn2nnnc2C(c2cccs2)N2CCSCC2)cc1 (centres undefined) | -5 | 0 | -7 | 92 | -5 | -3 | 89 | -23 | -2 | -12 | 97
Cc1c(NC(=O)CN2C(=O)c3ccccc3S2(=O)=O)c(=O)n(-c2ccccc2)n1C | 2 | -7 | 6 | 102 | 26 | 4 | 104 | -14 | 13 | 0 | 99
CCN(CC(=O)NCc1cccs1)C(=O)c1ccccc1Cl | 1 | 1 | 0 | 104 | 0 | 0 | 100 | -15 | -2 | -2 | 101
CCOc1ccc(NS(=O)(=O)c2cc(NC(=O)c3ccc(C)cc3)ccc2Cl)cc1 | -5 | 16 | -15 | 100 | -13 | -5 | 100 | -15 | -7 | -12 | 101

Part of the list above, with values ahead of the structure:
Bim-Bcl-W	Mcl1-Noxa inh	Bim-Bfl-1	RGS4-Gao reg	Bim-Bcl-2	Mcl-1 Bim block	RGS7-Gao reg	Mcl1-Bid inh	Bcl-XL Bim block	Bcl-B Bim block	RGS8-Gao	SMILES
2	-7	6	102	26	4	104	-14	13	0	99	Cc1c(NC(=O)CN2C(=O)c3ccccc3S2(=O)=O)c(=O)n(-c2ccccc2)n1C
1	1	0	104	0	0	100	-15	-2	-2	101	CCN(CC(=O)NCc1cccs1)C(=O)c1ccccc1Cl
-5	16	-15	100	-13	-5	100	-15	-7	-12	101	CCOc1ccc(NS(=O)(=O)c2cc(NC(=O)c3ccc(C)cc3)ccc2Cl)cc1

(continued)
SMILES | Bim-Bcl-W | Mcl1-Noxa inh | Bim-Bfl-1 | RGS4-Gao reg | Bim-Bcl-2 | Mcl-1 Bim block | RGS7-Gao reg | Mcl1-Bid inh | Bcl-XL Bim block | Bcl-B Bim block | RGS8-Gao
COC(=O)CCC(=O)Nc1cccc2c(NC(=O)CCC(=O)OC)cccc12 | -1 | 38 | -13 | 99 | -8 | -4 | 96 | -11 | -6 | -8 | 101
c1ccc(CSc2nnnn2-c2ccccc2)cc1 | 0 | -4 | 0 | 100 | 0 | 2 | 104 | -16 | 1 | 0 | 101
COc1ccccc1OCCOCCOc1ccccc1Cl | -6 | -10 | -4 | 102 | -3 | -4 | 100 | -22 | -6 | -7 | 108
COc1ccc(C)cc1NC(=O)c1nnn(Cc2cccc(C(F)(F)F)c2)c1N | -1 | -12 | -3 | 99 | -3 | -4 | 101 | -7 | -2 | -2 | 99
CC(C)(C)n1nnnc1C(c1ccc(C#N)cc1)N1CCCC2(CCCCC2)C1 (centres undefined) | -1 | 5 | -16 | 103 | -4 | -5 | 99 | 0 | -7 | -7 | 99
CCOc1ccccc1CNC(=O)Cn1c(=O)oc2ccccc21 | -3 | -5 | -11 | 103 | -9 | -2 | 105 | -14 | -5 | -9 | 109
NC(=O)CN1CCN(c2nc(-c3ccc(F)cc3)cs2)CC1 | 0 | -8 | 1 | 99 | -1 | -2 | 99 | -33 | -3 | -10 | 102
O=[N+]([O-])c1cc(Cl)cc(/C=N\Nc2ccccn2)c1O | 1 | -11 | -1 | 99 | 2 | 0 | 95 | 73* | 0 | 2 | 101
c1ccc(-n2c(SCC3CCCCO3)nnc2-c2cccs2)cc1 (centres undefined) | -1 | 6 | -20 | 99 | -9 | -4 | 98 | -7 | -5 | -11 | 105
CC1(NC(=S)NCCO)CCS(=O)(=O)C1 (centres undefined) | -6 | -20 | -20 | 103 | -10 | 5 | 106 | -26 | -12 | -11 | 102
COc1ccc(-c2cc(C(F)(F)F)nc(N)n2)cc1 | 4 | 18 | -2 | 99 | 3 | 5 | 99 | -4 | 1 | 2 | 100
CCN(C(=O)COC(=O)C(Cc1ccccc1)N1C(=O)c2ccccc2C1=O)C1CCS(=O)(=O)C1 (centres undefined) | 1 | 3 | -10 | 96 | -9 | 0 | 93 | 6 | -9 | -4 | 97
N#CCC(=O)N/N=C/c1ccc(SCC(=O)Nc2ccccc2)o1 | -1 | 7 | -6 | 91 | -1 | 0 | 91 | -5 | -2 | -4 | 95
O=C(OCCN=C1NS(=O)(=O)c2ccccc21)C1CC(=O)N(c2ccc3ccccc3c2)C1 (centres undefined) | 2 | -10 | -8 | 95 | -6 | 1 | 93 | -9 | -1 | -2 | 103
CCNc1nc(SC(C)C(=O)OC)nc(N2CCOCC2)n1 (centres undefined) | -6 | -11 | -14 | 100 | -14 | -8 | 104 | 3 | -10 | -12 | 105
Cc1ccc(SC(=O)COc2ccc(C)c(C)c2)cc1 | 0 | 46 | 2 | 100 | -1 | 0 | 99 | -16 | -3 | 0 | 99
Oc1ccc(/C=N\Nc2cc(N3CCOCC3)nc(N3CCOCC3)n2)c(O)c1 | -2 | 24 | -1 | 103 | -2 | -2 | 109 | -61 | -2 | -2 | 100
COc1ccc(OCCOCCN2CCc3ccccc3C2)cc1 | 7 | 15 | -9 | 100 | 2 | 4 | 99 | 62* | -12 | -1 | 99
COc1ccc(Cl)cc1NC(=O)CN1c2ccccc2CC1C (centres undefined) | -2 | -13 | -5 | 103 | -2 | -2 | 107 | -28 | -2 | -3 | 105
O=C(NCCCl)c1ccc(OCc2ccccc2)cc1Cl | -2 | 6 | -2 | 94 | -1 | -1 | 94 | -9 | -1 | 0 | 98
Cc1ccc2[nH]c(=O)c(CN(CC3COCCO3)C(=O)Nc3ccccc3F)cc2c1 (centres undefined) | -1 | 1 | -3 | 98 | -2 | 0 | 97 | 5 | -1 | -3 | 99
Cc1ccc(C(=O)CSc2nnc(COc3cccc4cccnc34)o2)cc1 | -8 | 13 | -15 | 102 | -5 | -8 | 100 | 14 | -11 | -7 | 100
CC1CC(C)(C)NC(=S)N1CCC(=O)N1CCN(c2ccccc2)CC1 (centres undefined) | -2 | -17 | 5 | 103 | 0 | -2 | 103 | -44 | -2 | 0 | 105
COc1cccc(OCCNC(=O)Nc2cc(F)c(F)cc2Cl)c1 | -3 | -5 | -5 | 92 | -6 | 0 | ? | -13 | -4 | -3 | 93
CCCNC(=O)OC[C@H]1O[C@H](CCO/N=C/[C@@H](OC)[C@H](C)/C=C/CC(=O)OC)C=C[C@@H]1Oc1ccc(OC)cc1 | -4 | -1 | 0 | 103 | 0 | -3 | 102 | -5 | -8 | -6 | 101
Cc1cc(C)c(OCC(=O)NCC2CCCO2)c(C)c1 (centres undefined) | 0 | 20 | -5 | 100 | 0 | -3 | 101 | 11 | -2 | -3 | 104
CC(=O)N1CCN(CC(=O)c2ccc(Br)cc2)CC1 | -2 | 13 | 0 | 99 | 1 | -2 | 97 | -32 | -4 | -2 | 95
Cn1c2c(c(=O)n(C)c1=O)C(c1ccc(O)cc1)Nc1ccccc1O2 (centres undefined) | 1 | 11 | 1 | 114 | -1 | 0 | 109 | -28 | 2 | 1 | 105
CCc1sc(C(=O)Nc2ccc(F)cc2C)cc1C | 3 | 6 | -5 | 91 | -6 | -1 | 88 | -21 | 2 | 3 | 84
Cc1ccc(Sc2ccc(C(=O)NC(C)C)cc2[N+](=O)[O-])cc1 | -1 | -2 | -2 | 105 | 0 | -4 | 105 | -6 | -6 | -4 | 105
Cc1ccc(S(=O)(=O)N2CCN(C(=O)CC(C)(C)C)CC2)cc1 | -4 | 7 | -5 | 106 | 1 | 0 | 109 | -10 | -1 | -1 | 104
CCN1CCN(C(=O)c2ccc(CN(c3ccccc3)S(=O)(=O)c3ccccc3)cc2)CC1 | 0 | -8 | 0 | 102 | -1 | -1 | 104 | -16 | -2 | -1 | 104
CC(C)OC(=O)c1ccc(NC(=O)Cn2c(-c3nonc3N)nc3ccccc32)cc1 | 1 | 22 | 2 | 95 | 5 | 2 | 99 | 4 | -2 | 0 | 98
COc1cc(C2c3cc4c(cc3C(OC3OC5COC(c6cccs6)OC5C(O)C3O)C3COC(=O)C23)OCO4)cc(OC)c1O (centres undefined) | . | 14 | . | 104 | . | . | ? | -33 | . | . | 101
CC(=O)Nc1ccc(NC(=O)C2c3ccccc3Oc3ccccc32)cc1 | -3 | 10 | -3 | 102 | 0 | -4 | 99 | -15 | -7 | -14 | 101
CCOC(=O)c1cc(=O)n(-c2ccc(Cl)cc2C)[nH]1 | 0 | 17 | 0 | 103 | -1 | -2 | 102 | -60 | -3 | -5 | 101
Cc1ccccc1C(=O)O/N=C(\N)c1ccncc1 | -4 | -8 | -1 | 105 | -3 | -6 | 100 | -15 | -9 | -9 | 108
Cc1cc(N2CCN(c3ccccn3)CC2)n2c(nc3ccccc32)c1C#N | 4 | -8 | 0 | 96 | 4 | 7 | 93 | -4 | 10 | 8 | 98
COc1ccc(N(C(=O)c2cc3ccccc3oc2=O)C2C=CS(=O)(=O)C2)cc1 (centres undefined) | 0 | 17 | -5 | 111 | -2 | 2 | 112 | -15 | -1 | -3 | 110
O=C(C1CCN(C2CC(=O)N(c3cccc(Cl)c3)C2=O)CC1)N1CCCCCC1 (centres undefined) | -3 | -6 | -1 | 99 | -1 | -2 | 101 | -10 | -1 | -2 | 99
CC1CCN(C(=O)c2ccc(S(=O)(=O)Cc3cccc(F)c3)c([N+](=O)[O-])c2)CC1 | -6 | 12 | -7 | 99 | -8 | -3 | 102 | -10 | -4 | -11 | 100
CCCC(=O)Nc1ccccc1-c1nnc(SCC)[nH]c1=O | . | -8 | . | 103 | . | . | ? | -19 | . | . | 101
